Screening results from PubChem.
UBC13 polyUb: blocks human UBC13 polyubiquitin chain formation | P61088 | TR-FRET | inhibition, % at 20 µM | 0.47% of 330,000 active | AID 485273; in the data active = inhibition above about 45%, passing the limit was not always enough
697 NFkB inh: lowers PMA/ionomycin-induced NF-kB signal in 697 B cells; 697 B-cell NF-kB luciferase reporter, 16 h; inhibition, % at 4 µM; 0.33% of 330,000 active; AID 435022; in the data active = inhibition above about 35%
Apaf1 inhib: inhibitors of human Apaf-1 apoptosome | O14727 | reconstituted apoptosome caspase-3 activity, DEVD-Rh110 fluorescence | inhibition, % at 20 µM | 0.71% of 330,000 active | AID 489030; active = inhibition of at least 40% at 20 µM;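 also: plate controls were DMSO wells for no effect and DEVD-CHO caspase inhibitor wells for full effect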
Target sequence (O14727 whole entry, looked up): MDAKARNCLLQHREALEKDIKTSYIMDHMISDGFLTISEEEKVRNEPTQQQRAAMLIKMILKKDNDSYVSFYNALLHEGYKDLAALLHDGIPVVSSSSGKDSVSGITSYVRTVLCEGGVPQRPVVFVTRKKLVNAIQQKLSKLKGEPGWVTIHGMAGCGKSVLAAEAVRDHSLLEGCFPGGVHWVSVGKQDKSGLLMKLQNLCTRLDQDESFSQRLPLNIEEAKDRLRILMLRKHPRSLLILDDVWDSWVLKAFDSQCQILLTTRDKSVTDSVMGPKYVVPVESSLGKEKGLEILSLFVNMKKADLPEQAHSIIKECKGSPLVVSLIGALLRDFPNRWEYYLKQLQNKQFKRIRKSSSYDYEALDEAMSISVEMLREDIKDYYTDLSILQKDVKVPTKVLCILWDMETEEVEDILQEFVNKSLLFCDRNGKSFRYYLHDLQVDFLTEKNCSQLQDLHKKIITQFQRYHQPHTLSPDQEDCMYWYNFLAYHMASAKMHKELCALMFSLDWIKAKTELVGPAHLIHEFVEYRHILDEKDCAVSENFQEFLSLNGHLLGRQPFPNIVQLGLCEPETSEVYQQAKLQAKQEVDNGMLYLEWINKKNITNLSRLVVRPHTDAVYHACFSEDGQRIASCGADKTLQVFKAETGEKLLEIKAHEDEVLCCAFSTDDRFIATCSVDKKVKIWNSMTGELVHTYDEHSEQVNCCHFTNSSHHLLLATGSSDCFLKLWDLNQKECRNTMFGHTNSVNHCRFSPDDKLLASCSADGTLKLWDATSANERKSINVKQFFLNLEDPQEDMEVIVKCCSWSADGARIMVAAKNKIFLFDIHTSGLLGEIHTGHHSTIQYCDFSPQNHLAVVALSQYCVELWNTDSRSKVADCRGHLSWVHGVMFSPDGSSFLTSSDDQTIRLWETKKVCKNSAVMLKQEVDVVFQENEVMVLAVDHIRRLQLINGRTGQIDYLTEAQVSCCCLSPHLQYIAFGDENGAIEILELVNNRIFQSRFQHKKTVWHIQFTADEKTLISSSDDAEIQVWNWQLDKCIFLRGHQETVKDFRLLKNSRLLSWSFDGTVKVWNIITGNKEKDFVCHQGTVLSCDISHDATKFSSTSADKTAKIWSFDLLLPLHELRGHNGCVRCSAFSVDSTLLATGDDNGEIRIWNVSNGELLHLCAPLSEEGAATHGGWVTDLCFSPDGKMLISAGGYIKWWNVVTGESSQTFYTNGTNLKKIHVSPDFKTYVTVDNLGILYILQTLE
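Material: reconstituted apoptosome with Apaf-1, cytochrome c, caspase-9, procaspase-3, dATP. Technique: Rh110 fluorescence intensity. Buffer or medium: pH 7.5 Hepes buffer with CHAPS, BSA, DTT. Times: 30 min plus 50 min, RT.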
HKDC1 inh: inhibitors of human hexokinase HKDC1; Q2TB90; recombinant HKDC1, G6PDH/diaphorase resazurin coupled fluorescence; inhibition, % at 20 µM; 0.16% of 340,000 active; AID 493160;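 active = inhibition above about 35% when tested at 20 µM, limit read from the data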;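 also: plate controls were DMSO wells with enzyme for no effect and DMSO wells lacking enzyme for full effect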
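Assay system – recombinant HKDC1 (HK5) hexokinase enzyme, produced in-house · Input – HKDC1 at 5 µg/mL · Reagent – glucose plus 1 mM ATP as hexokinase substrates · Timing – 90 min reaction incubation at room temperature, dark · Measured by – G6PDH/diaphorase-coupled fluorescence, 1 mM NADP, 100 µM resazurin, 525/613 nm · Benchmarks – DMSO-enzyme wells negative, buffer-substituted wells positive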
Gli-Sufu block: Gli-Sufu pathway antagonism; Sufu-KO-LIGHT fibroblasts, Gli luciferase reporter luminescence; inhibition, % at 5 µM; 0.74% of 340,000 active; AID 588413;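 active = inhibition above about 55%, limit read from the data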;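 also: 0% = DMSO-treated cells and 100% = wells with medium but no cells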
SENP7 block: blocks the human protease SENP7; Q9BQF6; inhibition, % at 5 µM; 1.5% of 330,000 active; recombinant SENP7, Z-RLRGG-aminoluciferin luminescence, 40 min;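 active = inhibition above about 50% at the single test dose, limit read from the data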;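 also: plate controls were DMSO with enzyme for no effect and no enzyme buffer wells for full effect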
Jurkat NFkB inh: inhibitors of the PMA/ionomycin-induced NF-kB reporter in Jurkat cells; PMA/ionomycin-induced NF-kB luciferase reporter, luminescence; inhibition, % at 4 µM; 0.53% of 330,000 active
SENP8 inh: inhibitors of human SENP8 protease | purified SENP8, Z-RLRGG-aminoluciferin cleavage, luminescence | inhibition, % at 10 µM | 1.2% of 330,000 active | Q96LD8 | AID 2540
* marks the source's active call; other numbers are inactive results; . = not tested or not shown. Rule as the data show it, unless noted: active = inhibition above about 50%; inactive = the rest.

SMILES	UBC13 polyUb	697 NFkB inh	Apaf1 inhib	HKDC1 inh	Gli-Sufu block	SENP7 block	Jurkat NFkB inh	SENP8 inh
C/C(=N/NC(=O)c1cc(-c2ccccc2)nc2c(Cl)cccc12)c1cccnc1	0	-25	0	-4	4	7	-11	1
COc1cc(CC(=O)OCc2ccccc2F)cc(OC)c1OC	1	-3	4	-6	11	6	8	0
CCCC(=O)Nc1sc2c(c1C(=O)OCC)CC(C)(C)OC2	-1	-5	-2	-1	3	3	-10	-2
CCOC(=O)c1c(C)c(C(=O)NCCOC)c(C)n1CC	3	16	-7	-12	-1	-2	10	-1
CC(=O)Nc1ccc(S(=O)(=O)Nc2ccc(S(=O)(=O)Nc3nc(C)cc(C)n3)cc2)cc1	-1	4	-11	-6	-2	-2	-9	4
CC(=O)N/C(=C\c1ccc(F)cc1)C(=O)NC(Cc1ccccc1)C(=O)O (configuration not stated)	11	17	-12	-5	-2	7	4	0
O=C(NCc1ccncc1)Nc1ccccc1Cl	0	4	-6	-2	-13	3	-5	1
COc1ccc(S(=O)(=O)N2CCC(C(=O)NCC(c3cccs3)N(C)C)CC2)cc1 (configuration not stated)	8	5	3	-1	2	6	21	7
CC1CCCN(c2ccc(N)cc2C(N)=O)C1 (configuration not stated)	9	5	-5	3	-14	3	20	4
Cc1cc(C)cc(OCC(=O)NCCc2nc3ccccc3[nH]2)c1	-10	6	7	-2	15	5	-3	6
Cc1ccc(C(=O)NN2C(=O)C3C4c5ccccc5C(c5ccccc54)[C@@H]3C2=O)cc1 (some centres not stated)	-13	-15	6	-9	7	-9	3	-4
O=[N+]([O-])c1ccccc1/C=C/CN1CCCCC1	-4	-59	1	-11	5	-4	-13	-11
CCC(=O)Nc1cccc(SC)c1	5	-18	-9	-9	-21	-5	2	-2
CCCC[n+]1ccn(-c2nc3c([N+](=O)[O-])cccc3n2C)c1	-7	-18	-18	-4	3	-6	-18	-1
COc1cc(CNCCCN2CCOCC2)cc(Cl)c1OCC(=O)NC(C)(C)C	3	4	1	-8	13	3	-22	-1
CC(C)Oc1ccc(C(=O)NCCCNC(=O)c2cccnc2)cc1	0	-4	3	-3	4	1	-3	-1
Cc1c(/C(O)=C2/C(=O)C(=O)N(Cc3cccnc3)C2c2cccs2)cnn1-c1ccccc1 (configuration not stated)	-12	-161	3	-5	8	-4	-39	-2
Cc1nc(N2CCN(C(=O)COc3ccccc3)CC2)c2c(C)c(C)sc2n1	14	-7	22	5	18	-4	4	-9
Cc1cccc(C)c1NC(=O)CSc1nnc(-c2ccoc2C)n1C	6	4	-10	-3	-9	-4	-3	3
COc1ccc(S(=O)(=O)N(C)C[C@H]2Oc3c(NC(=O)Nc4c(C)noc4C)cccc3C(=O)N([C@H](C)CO)C[C@@H]2C)cc1	6	12	15	-1	-10	-1	5	9
COc1ccc(NC(C)=O)cc1NC(=O)c1ccc(Cl)cc1	3	20	0	-7	-9	5	-2	-7
COc1ccccc1-c1nnc2sc(-c3ccc(N(C)C)cc3)nn12	3	-204	-11	8	55	3	78*	-5
CCCCOc1ccccc1C1NC(=O)NC(C)=C1C(=O)OCCOCC (configuration not stated)	1	-7	-18	-6	4	-5	1	-1
CNc1c(NS(=O)(=O)c2ccc(CC(C)C)cc2)c(=O)oc2ccccc12	-4	-3	-5	0	-14	-6	8	-8
O=c1cnc2ccccc2n1Cc1ccccc1C(F)(F)F	2	-13	10	-1	-10	0	-11	-4

(listing goes on)
SMILES	UBC13 polyUb	697 NFkB inh	Apaf1 inhib	HKDC1 inh	Gli-Sufu block	SENP7 block	Jurkat NFkB inh	SENP8 inh
Cn1ccsc1=NC(=O)c1ccc(Cl)c([N+](=O)[O-])c1	-2	-2	4	1	0	33	-21	15
CCCOc1ccc(C2=NNC(c3cccs3)=Nc3ccc(OC)cc32)cc1	-9	-4	10	0	0	-1	14	-1
COc1ccc(NC(=O)c2c(NC(=O)CCC(=O)O)sc3c2CCCCC3)cc1	-19	-84	6	-7	-5	13	-34	3
CC(=O)N1CCN(C(=O)c2ccccc2NS(=O)(=O)c2ccc(F)cc2)CC1	-2	6	-4	-1	-6	-7	-7	-13
CCOC(=O)c1cnn(-c2ccccc2)c1-n1cccc1C(=O)C(=O)Nc1ccc(OC)cc1	-8	-15	15	1	12	8	-18	-6
Cc1cccc(NC(=O)c2cc(NC(=O)C3CCCCC3C(=O)O)ccc2Cl)n1 (configuration not stated)	-4	14	8	-4	-5	-5	-5	-2
O=C(c1cccc(F)c1)N1CCCC(C(=O)N2CCCC2)C1 (configuration not stated)	8	-8	2	3	7	5	-10	3
COc1ccccc1N1CCN(C2CCCN(Cc3ccccc3OCCO)C2)CC1 (configuration not stated)	-5	14	0	-7	6	2	3	-1
Cc1ccc2c(C)nc(Nc3ncc4c(n3)CCCC4=O)nc2c1	-18	-10	-10	-2	6	-1	2	-5
CCOC(=O)C1C(c2ccc(OC)c(OC)c2)c2c([nH][nH]c2=O)CC1(C)O (configuration not stated)	8	-5	-24	-9	-43	1	-1	2
CN(C)S(=O)(=O)c1cccc(C(=O)NCc2cccs2)c1	-1	13	-12	-5	8	6	11	-4
CCOc1cc(N2CCOCC2)c(OCC)cc1NC(=O)Cc1ccccc1	-8	2	0	1	11	13	-11	-10
CCOc1cc(CNCc2ccccn2)cc(Cl)c1OC	-3	10	-7	-2	26	5	5	2
CCCCn1cc(SCC(=O)O)c2ccccc21	6	7	-1	0	-3	0	3	7
O=C(Nn1cnnc1)c1ccc(OC(F)(F)C(F)C(F)(F)F)cc1 (configuration not stated)	-6	-1	5	13	3	4	-10	6
O=C(CSc1nnc(Cc2cccs2)n1C1CCCCC1)N1CCN(C(=O)c2ccco2)CC1	-12	-27	9	-3	1	-5	-14	-9
CCOC(=O)c1cc(-c2ccccc2)n(CC(=O)Nc2ccc(OCC)cc2)c1C	-15	-1	7	-7	5	2	10	-3
CCCN(CCC)C(=O)NC1CC(=O)N(c2ccc(OC)cc2)C1 (configuration not stated)	18	14	-6	-15	-1	2	9	-5
O=C(CC1OC(=O)c2ccccc21)Nc1cc(Cl)ccc1N1CCOCC1 (configuration not stated)	-9	-10	17	-5	0	-5	-16	-10
NC(N)=N/N=C/c1ccccc1OC(F)F	1	-5	-2	-4	21	1	-10	-3
O=C(Cc1ccc([N+](=O)[O-])cc1)Nc1ccc(O)cc1C(=O)O	3	5	-1	-11	-1	-1	15	-5
O=C1C2C3CCC(O3)C2C(=O)N1c1cccc(O)c1 (configuration not stated)	-3	4	3	-4	37	6	-10	-6
CCCCOc1ccc(Br)cc1/C(C)=N/NC1=NCCN1	38	-42	11	-11	-62	5	76*	-2
CCC1=C(OC(=O)N(CC)CC)N2C(=O)OC(=NCc3ccccc3)[C@]2(C)[C@H]2C1=CC[C@H]1C(=O)N(CC(=O)OC)C(=O)[C@H]12	-2	9	12	-2	-2	8	6	-11
O=C(NCc1ccccc1)c1cccc(OCC(=O)N2CCN(C(=O)c3ccco3)CC2)c1	-3	-3	18	1	9	9	9	-2

Some of the entries so far, bar-delimited:
SMILES | UBC13 polyUb | 697 NFkB inh | Apaf1 inhib | HKDC1 inh | Gli-Sufu block | SENP7 block | Jurkat NFkB inh | SENP8 inh
CCOC(=O)C1C(c2ccc(OC)c(OC)c2)c2c([nH][nH]c2=O)CC1(C)O (configuration not stated) | 8 | -5 | -24 | -9 | -43 | 1 | -1 | 2
CN(C)S(=O)(=O)c1cccc(C(=O)NCc2cccs2)c1 | -1 | 13 | -12 | -5 | 8 | 6 | 11 | -4
CCOc1cc(N2CCOCC2)c(OCC)cc1NC(=O)Cc1ccccc1 | -8 | 2 | 0 | 1 | 11 | 13 | -11 | -10
CCOc1cc(CNCc2ccccn2)cc(Cl)c1OC | -3 | 10 | -7 | -2 | 26 | 5 | 5 | 2
CCCCn1cc(SCC(=O)O)c2ccccc21 | 6 | 7 | -1 | 0 | -3 | 0 | 3 | 7

Carrying on:
SMILES	UBC13 polyUb	697 NFkB inh	Apaf1 inhib	HKDC1 inh	Gli-Sufu block	SENP7 block	Jurkat NFkB inh	SENP8 inh
O=C(c1ccc(F)cc1)n1c(NCc2ccccc2)n[nH]c1=S	-4	-42	-2	-3	-27	-12	0	-8
CCCCN(C)CCCNC(=O)c1cn(CC)c2ccc(S(=O)(=O)N3CCc4ccccc4C3)cc2c1=O	23	-8	10	0	45	7	-14	-3
O=C(Nc1ccc(-c2csc(-c3ccccc3)n2)cc1)c1ccccc1	1	-26	-2	-7	-17	-4	29	-9
CC1(c2nnc(-c3ccc(F)cc3)o2)CC(c2ccc(F)cc2)=NO1 (configuration not stated)	9	13	14	2	-7	2	3	3
Cc1c(NC(=O)CC(=O)Nc2c(C)n(C)n(-c3ccccc3)c2=O)c(=O)n(-c2ccccc2)n1C	-1	-15	-4	-7	2	-1	-7	2
CC(C)Cn1nc(C(=O)N2CCc3ccccc32)c2ccccc2c1=O	-5	-8	28	-1	7	5	2	-10
O=C(NC1CCCCC1)C1(c2ccccc2)CC1(Cl)Cl (configuration not stated)	-2	-1	-6	-10	-19	-1	6	-10
O=S(=O)(c1ccccc1)N1N=C(c2cccs2)CC1c1ccc(Br)cc1 (configuration not stated)	0	1	8	6	8	-3	31	0
O=S(=O)(c1ccc(Br)cc1)c1nc(-c2ccccc2)oc1NCc1cccnc1	18	14	14	-4	-1	8	15	2
CC(C)C[C@H]1CN=C(Nc2ccccc2)N1CC1CCCCCC1	43	-7	29	21	6	-1	12	-10
Cc1cc(=O)oc2c(C(=O)/C=C\c3cccs3)c(O)ccc12	-12	7	9	10	0	-6	13	-3
CCCC(=O)c1c(NC(C)C)cc(C)oc1=O	-4	18	0	-4	-4	-2	4	-2
C[C@H](CO)N1C[C@H](C)[C@H](CN(C)C)Oc2ccc(NS(=O)(=O)c3ccc(F)cc3)cc2CC1=O	-2	-22	-1	-3	-8	11	-17	8
CC1CCCCN1S(=O)(=O)c1ccc(N(C(=O)c2cnccn2)C(C(=O)NC2CCCC2)c2cccs2)cc1 (configuration not stated)	0	2	16	-3	15	-6	1	-13
COc1cccc(OC)c1-c1nn2c(-c3cc(-c4ccccc4)n[nH]3)nnc2s1	25	-9	53*	44*	10	14	27	13
O=C(CNS(=O)(=O)c1c(Cl)cccc1Cl)N1CCCCCC1	-11	6	9	-1	-15	4	-15	-7
O=C(CNC(=O)c1ccccc1Br)N/N=C\c1cc([N+](=O)[O-])cc(Br)c1O	-10	-1	9	-9	-7	14	0	2
S=C(NCc1cccs1)Nc1ccccc1	4	14	6	-9	-4	7	-10	-2
O=C(CN1C(=O)NC2NC(=O)NC21)N/N=C/c1ccccc1O (configuration not stated)	14	-9	-3	-11	-2	2	5	1
CC(C)(C)NC(=O)CC(CC(=O)O)c1ccccc1 (configuration not stated)	10	5	-15	-2	-7	12	5	3
COc1ccc(CNC(=O)Cn2nc(C)c3c(C)n(-c4ccc(C)cc4)nc3c2=O)cc1OC	-6	-1	2	1	37	-13	3	-7
CN(C)S(=O)(=O)c1ccc(N2CCOCC2)c(C(=O)O)c1	6	18	-4	-6	3	1	11	-4
COc1cccc(NC(=O)CN(C)C(=O)c2ccc(OCc3ccccc3)c(OC)c2)c1	0	-7	20	-10	-15	8	-6	-9
COCCn1c(Cc2ccccc2)nnc1SCc1nc2ccccc2c(=O)[nH]1	-3	10	2	-9	7	0	10	0
O=C(NCC1CCCO1)c1ccc(Br)c(S(=O)(=O)N2CCOCC2)c1 (configuration not stated)	0	7	-4	1	.	4	-2	3
COc1ccc(C(=O)N(c2ccc(OC)cc2)S(=O)(=O)c2cccs2)cc1	4	-10	3	0	3	4	-4	-2
CCOc1ccc(CC(=O)NNC(=O)/C=C/C(=O)O)cc1	3	18	-25	-6	8	-2	4	1
CN(C)/C=C1\C(=O)ON=C1c1ccccc1	-9	7	-10	-6	-8	-8	-8	-10
Cc1nn2c(Nc3ccccc3)c3c(nc2c1-c1ccccc1)CCC3	20	-2	5	-3	11	-7	9	-2
